# PAD4 FP inh: human PAD4 inhibitors, primary screen, biochemical, fluorescence polarization, 1536-well format. Protein-arginine deiminase type-4 (Homo sapiens), Q9UM07. recombinant PAD4, RCA probe fluorescence polarization. inhibition, % at 6.36 µM. 330,000 tested, 0.41% active. AID 485272, 2010;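 active = percent inhibition above a cutoff equal to the mean of all tested compounds plus 3 SD, cut at about 15% in these data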;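 note: 0% = PAD4 with RCA probe and DMSO and 100% = probe without PAD4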
# LYPLA1 counter: LYPLA1 inhibitors, primary screen, counter-screen for PME1 inhibitor project, biochemical, fluorescence polarization, FP-Rh probe ABPP; 320,000 tested, 0.16% active; recombinant LYPLA1; inhibition, % at 5.9 µM;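 active = inhibition above the mean of all tested compounds plus 3 SD, set per campaign, cut at about 14% in these data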;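 note: inhibitors block serine hydrolase probe labeling of LYPLA1 so polarization falls; 0% = enzyme with DMSO and 100% = wells lacking LYPLA1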
# Target sequence (O75608 whole entry, looked up): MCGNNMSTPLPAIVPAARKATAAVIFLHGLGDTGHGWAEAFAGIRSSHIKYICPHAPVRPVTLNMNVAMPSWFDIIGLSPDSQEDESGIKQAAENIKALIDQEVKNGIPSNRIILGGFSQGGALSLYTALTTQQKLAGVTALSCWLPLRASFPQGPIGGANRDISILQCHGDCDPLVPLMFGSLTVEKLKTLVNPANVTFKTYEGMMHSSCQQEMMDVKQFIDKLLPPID
# PREPL inh: PREPL enzyme inhibitors, primary screen, biochemical, fluorescence polarization; recombinant PREPL, fluorescence polarization activity-based probe; inhibition, % at 5.96 µM; 320,000 tested, 0.68% active; in the data active = inhibition above about 43%;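 note: 0% = enzyme with DMSO and 100% = wells lacking enzyme; many of its hits are not listed in these tables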
# LYPLA2 counter: LYPLA2 inhibitors, primary screen, counter-screen for PME1 inhibitor project, biochemical, fluorescence polarization, FP-Rh probe ABPP; recombinant LYPLA2; inhibition, % at 5.9 µM; 320,000 tested, 0.38% active; AID 2177, 2009;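 active = inhibition above the screen-wide mean plus 3 SD, limit set per campaign, cut at about 26% in these data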;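 note: 0% = LYPLA2 with DMSO and 100% = wells lacking LYPLA2 enzyme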
# Target sequence (O95372 whole entry, looked up): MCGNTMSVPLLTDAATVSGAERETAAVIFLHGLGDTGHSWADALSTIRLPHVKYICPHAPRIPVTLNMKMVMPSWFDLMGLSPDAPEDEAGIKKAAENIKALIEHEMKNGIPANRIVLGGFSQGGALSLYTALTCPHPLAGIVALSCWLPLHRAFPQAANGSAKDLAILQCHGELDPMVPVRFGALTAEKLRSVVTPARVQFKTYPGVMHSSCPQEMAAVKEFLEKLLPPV
# PAFAH1B3 FP inh: PAFAH1B3 enzyme inhibitors, primary screen, biochemical, fluorescence polarization, human; Platelet-activating factor acetylhydrolase IB subunit alpha1 (Homo sapiens), Q15102; recombinant PAFAH1B3, FP-rhodamine probe; inhibition, % at 3.39 µM; 340,000 tested, 0.28% active; AID 492972, 2010;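 active = inhibition above the screen-wide average of all tested compounds plus 3 SD, cut at about 25% in these data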;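 note: 0% = enzyme with DMSO only and 100% = wells lacking PAFAH1B3 protein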
# Target sequence (Q15102 whole entry, looked up): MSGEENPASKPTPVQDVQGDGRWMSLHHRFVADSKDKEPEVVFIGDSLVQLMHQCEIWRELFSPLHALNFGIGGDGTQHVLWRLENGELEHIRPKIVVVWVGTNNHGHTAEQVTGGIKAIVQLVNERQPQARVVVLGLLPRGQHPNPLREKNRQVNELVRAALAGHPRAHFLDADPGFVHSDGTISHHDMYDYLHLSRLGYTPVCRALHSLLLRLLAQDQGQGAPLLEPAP
# PME-1 inh: PME-1 inhibitors via competitive probe labeling, primary screen, biochemical, fluorescence polarization, FP-Rh probe, HTS. recombinant PME-1. Protein phosphatase methylesterase 1 (Homo sapiens), Q9Y570. 320,000 tested, 0.53% active. AID 2130, 2009. inhibition, % at 5.9 µM;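 active = inhibition above the campaign mean of all compounds plus 3 SD, cut at about 26% in these data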;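 note: competitive labeling of PME-1 active site by serine hydrolase directed probe; 0% = PME-1 with DMSO and 100% = wells lacking PME-1 enzyme; inhibitors block probe labeling so polarization falls and inhibition rises; many of its hits are not listed in these tables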
# GSTO1 counter: inhibitors of recombinant GSTO1, primary screen, counter-screen for RBBP9 inhibitor project, biochemical, fluorescence polarization | Glutathione S-transferase omega-1 (Homo sapiens), P78417 | activity-based probe fluorescence polarization | inhibition, % at 5.96 µM | 300,000 tested, 1.1% active | AID 1974, 2009;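 active = inhibition above the campaign mean inhibition plus 3 SD, cut at about 35% in these data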;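 note: 0% = GSTO1-1 with DMSO and 100% = wells lacking GSTO1-1 enzyme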
# pPAFAH inh: pPAFAH enzyme inhibitors, primary screen, biochemical, fluorescence polarization, human | recombinant pPAFAH, FP-rhodamine probe fluorescence polarization | inhibition, % at 3.39 µM | 330,000 tested, 1.5% active | AID 463082, 2010;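 active = inhibition above the mean inhibition across the screen plus 3 SD, cut at about 25% in these data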;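 note: inhibitors block binding of the rhodamine activity-based probe so polarization drops; 0% = enzyme with DMSO and 100% = wells lacking pPAFAH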
# PAFAH1B2 inh: PAFAH1B2 enzyme inhibitors, primary screen, biochemical, fluorescence polarization, human | AID 492953, 2010 | recombinant PAFAH1B2, FP-rhodamine activity probe | 340,000 tested, 1.2% active | inhibition, % at 3.39 µM | Platelet-activating factor acetylhydrolase IB subunit alpha2 (Homo sapiens), P68402;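 active = inhibition above the mean of all tested compounds plus 3 SD, cut at about 24% in these data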;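 note: 0% = enzyme with DMSO and 100% = wells lacking PAFAH1B2; many of its hits are not listed in these tables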
# Target sequence (P68402 whole entry, looked up): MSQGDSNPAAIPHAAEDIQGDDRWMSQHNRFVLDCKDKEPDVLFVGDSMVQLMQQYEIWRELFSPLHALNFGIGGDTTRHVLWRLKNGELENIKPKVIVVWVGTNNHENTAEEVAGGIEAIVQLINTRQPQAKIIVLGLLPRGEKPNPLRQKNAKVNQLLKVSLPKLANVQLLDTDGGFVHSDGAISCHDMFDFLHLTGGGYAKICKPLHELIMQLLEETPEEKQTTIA
# Active calls of the source: *; · = no result given.
SMILES,PAD4 FP inh,LYPLA1 counter,PREPL inh,LYPLA2 counter,PAFAH1B3 FP inh,PME-1 inh,GSTO1 counter,pPAFAH inh,PAFAH1B2 inh
CCSc1nc(-c2ccccc2)nc(C(Cl)Cl)n1,-0.3,-2.7,18.7,0.0,11.8,-5.1,12.2,4.1,6.0
COc1ccc(Cn2nnnc2C(c2ccccn2)N2CCN(c3cc(Cl)ccc3C)CC2)cc1 (configuration not stated),-0.8,1.8,10.4,0.8,7.5,1.1,3.7,4.3,0.3
Cc1ccc(CNC(=O)C2CC(c3ccccc3F)=NO2)cc1 (configuration not stated),-0.4,-0.2,-8.7,-0.8,-2.7,1.5,0.5,2.3,1.8
O=C(CSc1nnc2ccc(-c3ccccc3)nn12)NCC1CCCO1 (configuration not stated),0.1,-3.0,-0.8,3.3,6.9,6.6,-5.3,3.2,-2.6
CCC(=O)N1N=C(c2ccc(C)o2)CC1c1ccc(OC)cc1 (configuration not stated),-1.9,-1.0,-3.1,2.3,-1.9,-2.4,9.7,0.7,5.8
COC(=O)c1ccc(N2NC(=O)/C(=C/c3ccc(OC)c(OC)c3)C2=O)cc1,-5.0,1.8,-4.5,-1.7,-3.5,1.1,13.7,4.4,2.1
O=[N+]([O-])c1cc([N+](=O)[O-])c(Oc2cc(Cl)ccc2Cl)cc1NC1CCCCCCC1,-0.2,1.4,4.7,2.7,1.5,2.8,-8.8,9.2,7.8
Cc1cc(C)nc(Sc2nc(Cl)nc(N(c3ccccc3)c3ccccc3)n2)n1,-7.3,-2.4,2.9,-0.9,-1.2,-4.0,-17.8,-4.8,6.7
CCOC(=O)C1=C2SCCN2C(=O)C(C#N)C1(C)C (configuration not stated),-2.8,5.2,-3.9,3.6,3.0,-0.2,0.6,6.3,0.5
C=CCOn1c(=O)c(-c2ccccc2)[n+]([O-])c2ccccc21,-1.1,-0.7,0.4,-0.7,11.6,0.2,3.3,0.2,0.5
COc1ccccc1CNC(=O)CCC(=O)N1Cc2cccc(OC)c2Oc2ncccc21,2.1,5.4,-0.6,7.1,4.8,2.3,5.4,2.5,3.8
CCOc1ccccc1CN1CCC(N2CCC(C(=O)NC3CC3)CC2)CC1,-3.5,2.1,3.8,11.2,6.5,-2.4,1.2,23.8,4.6
CNC(=S)N/N=C/c1cc(Br)cc(Br)c1O,-3.1,4.1,5.5,4.8,14.3,13.0,10.5,4.0,12.6
O=C(/C=C/c1ccccc1Cl)NCc1cccs1,-2.5,0.6,-1.9,2.2,-2.0,-7.3,-1.7,-1.3,2.8
O=C(NOCc1ccccc1)c1coc(-c2ccccc2)n1,-8.0,·,·,·,-2.5,·,·,-2.8,-0.5
CCOC(=O)C1CN(S(C)(=O)=O)c2cc(CC(=O)OC)ccc2O1 (configuration not stated),-3.4,1.4,1.8,-6.0,11.6,-0.9,0.3,5.3,6.1
COC(=O)CN1C(c2cccc(Cl)c2)=Nc2ccc(Cl)cc2C1c1ccccc1 (configuration not stated),-3.8,-4.5,-4.8,-7.0,-0.2,-0.3,-10.1,14.9,3.8
O=C(CS(=O)(=O)c1cn(CC(=O)N2CCCC2)c2ccccc12)Nc1ccccc1F,1.6,-3.9,-5.8,0.0,8.8,-9.4,16.2,-5.0,5.8
COc1ccc(CC(=O)NNC(=S)Nc2ccc(Br)cc2)cc1,1.2,0.7,4.5,5.6,0.1,5.8,-0.1,9.8,15.5
O=C(Nc1ccc(F)cc1)C1C(c2ccccc2)C1(Cl)Cl (configuration not stated),1.4,-0.1,8.5,-2.7,4.8,-5.5,6.3,0.2,-2.0
COc1ccc(CNC(=O)CN2CCN(S(=O)(=O)c3ccccc3)CC2)cc1,-0.5,0.0,5.5,-2.6,1.9,9.2,·,2.2,5.0
COC(=O)C1=C(C)NC(=O)CC1c1ccc(C(=O)OC)cc1 (configuration not stated),-0.4,2.0,-3.0,2.8,7.0,-6.4,4.1,2.3,3.0
CCC(c1nnnn1C1CCCC1)N1CCN(Cc2ccccc2)CC1 (configuration not stated),3.2,-2.1,12.2,-2.4,3.8,5.6,2.8,-0.3,1.9
CCN(CC)CC#CC(C)(C)OC(C)=O,4.6,1.5,0.6,4.0,-1.9,-6.8,-2.4,-0.7,1.5
CCN(c1cccc(C)c1)S(=O)(=O)c1nnc(NC(=O)c2ccco2)s1,0.2,4.2,5.3,3.8,-0.3,-3.8,-66.9,6.6,6.6
COc1ccc(-n2c(-c3cccc(OC)c3)nc(=S)c3c2CCCC3)cc1,-3.4,-1.5,8.7,-2.3,3.7,9.7,-1.4,2.7,2.7
O=C(COC(=O)c1ccc[nH]c1=O)NC1CC1,0.6,·,2.4,·,-0.7,·,·,0.5,6.6
CCC(NS(=O)(=O)c1cn(C)nc1C)c1ccccc1 (configuration not stated),-4.5,-0.1,-1.2,3.3,0.8,-2.9,-7.4,0.0,22.0
CCCCCCCC(=O)NNC(=O)CCC(=O)O,1.5,-1.5,5.5,10.0,-0.7,3.2,-0.1,2.8,0.5
Cn1c(NCC(O)c2ccccc2)nc2c1c(=O)n(Cc1ccc(Cl)cc1)c(=O)n2C (configuration not stated),-5.6,-0.4,13.7,-0.8,7.1,-2.4,4.8,8.5,3.4
COc1ccccc1NS(=O)(=O)c1cccc(C(=O)NCc2ccco2)c1,-2.9,0.5,-1.0,0.8,9.3,6.9,-1.4,5.0,2.2
CC(C)C(NS(=O)(=O)c1ccc2c(c1)Cc1cc(S(=O)(=O)NC(C(=O)O)C(C)C)ccc1-2)C(=O)O (configuration not stated),-0.3,-2.5,-11.6,2.0,8.8,-3.6,-7.1,3.2,2.9
COc1ccc(/C(N)=N/OC(=O)Cc2ccccc2[N+](=O)[O-])cc1,-3.8,0.5,4.4,10.2,8.4,-6.0,7.9,7.5,3.7
Cc1ccc(N(CC(=O)O)S(C)(=O)=O)cc1Cl,-0.9,0.7,3.6,-8.6,0.4,-4.5,7.6,1.7,0.6
CCc1nn(CC(=O)O)c(=O)c2ccccc12,-0.5,-1.3,10.8,1.4,4.6,-1.4,0.8,-5.5,-3.4
Cc1cc(C)cc(NC(=O)CSc2nnc(C3CC3)n2CC2CCCO2)c1 (configuration not stated),4.3,-4.0,0.5,1.4,-0.4,4.3,1.6,3.1,-0.4

# Only pPAFAH inh and PREPL inh, for two of the compounds above:
canonical_smiles | pPAFAH inh | PREPL inh
CCC(NS(=O)(=O)c1cn(C)nc1C)c1ccccc1 (configuration not stated) | 0.0 | -1.2
Cc1cc(C)cc(NC(=O)CSc2nnc(C3CC3)n2CC2CCCO2)c1 (configuration not stated) | 3.1 | 0.5

# (next part)
SMILES,PAD4 FP inh,LYPLA1 counter,PREPL inh,LYPLA2 counter,PAFAH1B3 FP inh,PME-1 inh,GSTO1 counter,pPAFAH inh,PAFAH1B2 inh
Cc1noc(C)c1C(=O)OC(C)C(=O)N(C)c1ccccc1 (configuration not stated),1.2,1.9,0.1,-3.0,9.1,-0.7,·,-0.3,2.5
CC1(c2nnc(Cc3ccccc3)o2)CC(c2cccnc2)=NO1 (configuration not stated),-2.7,1.6,3.2,6.8,3.6,1.2,6.8,7.6,-0.3
CNC(=O)c1[nH]cnc1C(=O)N[C@@H](C)C(=O)OC(C)(C)C,-9.8,-3.3,-3.0,-7.2,-1.2,-5.4,5.3,-7.7,5.0
COc1ccc(-n2nc(C(=O)NCC(=O)N3CCN(c4ccccn4)CC3)c3ccccc3c2=O)c(OC)c1,1.2,2.1,14.1,12.7,1.6,1.1,-1.1,2.0,3.5
CC(=O)c1ccc(OCC(=O)N(CCC2=CCCCC2)c2c(N)n(Cc3ccccc3)c(=O)[nH]c2=O)cc1,1.7,-0.7,13.1,2.2,-0.6,6.9,-0.2,1.2,-6.1
O=C(CSc1ccccc1)NCCCc1ccccc1,2.4,4.0,4.5,-0.8,7.2,3.7,7.1,-2.5,6.5
COc1ccc(N(CN2C(=O)C3CCCCC3C2=O)C(=O)c2ccco2)cc1 (configuration not stated),1.4,-2.6,-4.0,-1.5,·,-5.4,-1.4,2.2,·
COc1ccc(Cl)cc1NC(=O)CSc1nnc(-c2ccncc2)n1CC1CCCO1 (configuration not stated),-1.2,1.1,11.4,-0.5,7.3,-6.4,0.9,2.6,7.8
COC(=O)c1cn(C(=O)c2ccc(OC)cc2)c2ccccc12,3.2,0.0,11.1,5.7,8.4,6.3,-0.5,8.4,5.3
N#Cc1ccc(OS(=O)(=O)c2ccc(-c3ccon3)s2)cc1,1.9,-4.5,0.0,5.4,6.5,-11.2,5.6,11.7,14.9
CCn1c(=O)cc(SCC(=O)NCCN2CCN(Cc3ccccc3)CC2)c2ccccc21,2.2,1.0,22.3,-2.1,-6.3,2.5,10.7,0.4,2.1
CC(=O)Nc1ccc(S(=O)(=O)N2CC3(C)CC2CC(C)(C)C3)cc1 (configuration not stated),-3.9,1.2,-17.8,-6.5,0.8,-4.8,6.0,1.2,19.5
CC1CC(=O)N(CC(=O)Nc2cccc(Cl)c2)c2ccccc2S1(=O)=O (configuration not stated),-5.1,-1.2,-0.1,3.8,11.8,0.8,-0.7,3.2,4.1
Cc1ccc(Cn2cccc2/C=N/NC(=S)Nc2ccc(C)cc2)cc1,-2.7,-3.4,-1.5,3.0,1.6,6.7,2.9,11.0,-2.4
O=C(Nc1ccc(F)cc1)c1sccc1SCc1cccc(C(F)(F)F)c1,1.9,-11.0,8.2,-23.7,-2.0,-16.3,-8.4,-10.8,2.8
COCCn1c(-c2ccccc2Cl)nc2c(c(=O)c3ccccc3n2C)c1=O,-3.2,1.4,13.3,1.7,1.3,3.5,0.5,0.7,0.3
Cc1cccc(CC2CC(=O)N(c3ncccn3)C2=O)c1 (configuration not stated),-7.4,-0.6,4.4,-1.8,2.6,-7.5,-3.0,-7.3,3.8
O=C(NCC1CCCO1)C(=O)N/N=C/c1ccc(OCc2ccccc2Cl)cc1 (configuration not stated),1.4,0.4,1.0,0.7,6.0,-6.5,-7.4,29.7*,3.4
Cc1ccc(NC(=O)CN2C(=O)NC3(CCCCCCC3)C2=O)cc1C,-1.0,1.2,0.7,-2.1,3.9,-1.6,·,-6.9,4.8
COc1ccc(NC(=O)CN2C(=O)C(C)SC(C)C2=O)cc1 (configuration not stated),-1.8,-1.3,9.0,0.3,4.6,-1.9,2.3,-1.5,-1.3
CCOC(=O)C(C(=O)OCC)C(C)(C)/C(C)=N\Nc1ccc([N+](=O)[O-])cc1[N+](=O)[O-],-3.0,0.6,26.8,2.6,0.7,7.1,5.2,11.1,1.1

# Compound activity from PubChem BioAssay.

# An excerpt, so the mix of outcomes need not match the whole.
